M1 ag parental – nonselective activator or artifact in parental CHO-K1 cells | Fluo-8 calcium fluorescence; scaled to maximal ATP response, vehicle zero | activation, % at 3 µM | actives 0.48% (n = 360,000) | AID 602248; in the data active = activation above about 15%;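 note: untransfected CHO-K1 host cells lacking M1 receptor as counterscreen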
M1 PAM parental – M1 PAM counterscreen hit in parental CHO-K1 cells; ATP EC20, Fluo-8 calcium fluorescence; 0% at ATP EC20, 100% at ATP max; actives 0.02% (n = 360,000); activation, % at 3 µM;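 active = activation above the run cutoff, the mean activation of all test compounds plus 3 SD, cut at about 40% in these data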;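 note: peak over basal fluorescence ratio in a 140 s read after ATP addition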
CHRM1 agonist – agonists of human M1 muscarinic receptor; actives 0.33% (n = 360,000); P11229; activation, % at 3 µM; CHO-K1 hM1, Fluo-8 calcium fluorescence, agonist mode; 0% DMSO, 100% acetylcholine EC100;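 active = activation above the run's mean compound activation plus 3 SD, cut at about 16% in these data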;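 note: peak over basal fluorescence ratio within a 140 s kinetic read after compound addition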
Target sequence (P11229 whole entry, looked up): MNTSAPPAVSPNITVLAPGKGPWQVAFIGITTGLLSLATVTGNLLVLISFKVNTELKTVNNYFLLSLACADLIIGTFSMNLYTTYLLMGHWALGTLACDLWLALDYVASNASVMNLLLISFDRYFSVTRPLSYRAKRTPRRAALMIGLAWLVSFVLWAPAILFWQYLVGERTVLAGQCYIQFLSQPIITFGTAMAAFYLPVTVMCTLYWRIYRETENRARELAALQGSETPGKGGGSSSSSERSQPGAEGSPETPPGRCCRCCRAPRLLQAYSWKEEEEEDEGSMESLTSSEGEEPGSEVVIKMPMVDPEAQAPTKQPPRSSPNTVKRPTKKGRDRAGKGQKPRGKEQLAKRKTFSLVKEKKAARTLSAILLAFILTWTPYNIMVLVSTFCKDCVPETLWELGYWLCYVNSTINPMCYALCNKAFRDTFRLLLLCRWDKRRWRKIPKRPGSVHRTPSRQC
TAAR1 antag – human TAAR1 antagonism | Q96RJ0 | CHO RD-HGA16 TAAR1, Fluo-8 calcium fluorescence, antagonist | inhibition, % at 3 µM | actives 1.5% (n = 360,000);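 active = inhibition above a per-plate cutoff, the mean inhibition of test compounds on that plate plus 3 SD, cut at about 49% in these data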;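 note: 0% = DMSO plus EC80 beta-PEA response and 100% = DMSO alone without agonist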
Target sequence (Q96RJ0 whole entry, looked up): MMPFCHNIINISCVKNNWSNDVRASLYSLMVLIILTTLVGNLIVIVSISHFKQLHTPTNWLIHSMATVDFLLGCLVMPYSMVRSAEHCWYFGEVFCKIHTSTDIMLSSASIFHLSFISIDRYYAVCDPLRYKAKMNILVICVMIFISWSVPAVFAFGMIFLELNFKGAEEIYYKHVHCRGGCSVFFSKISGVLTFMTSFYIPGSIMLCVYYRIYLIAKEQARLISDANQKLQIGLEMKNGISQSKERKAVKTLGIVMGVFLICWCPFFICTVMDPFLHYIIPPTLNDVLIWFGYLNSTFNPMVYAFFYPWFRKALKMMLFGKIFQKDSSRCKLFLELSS
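Assay system: CHO-derived RD-HGA16 cells stably expressing human TAAR1 plus Gα16. Timing: 140 s kinetic read after compound, 140 s after agonist. Technique: kinetic Fluo-8 calcium fluorescence measurement. Measure: % inhibition of agonist calcium response.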
TAAR1 ag – human TAAR1 agonism; CHO RD-HGA16 TAAR1, Fluo-8 calcium fluorescence; vehicle wells 0%, saturating PEA agonist 100%; Q96RJ0; AID 624467; activation, % at 3 µM; actives 0.99% (n = 360,000);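 active = activation above the mean activation of all test compounds in the run plus 3 SD, cut at about 38% in these data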
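Test system: RD-HGA16 (CHO) cells co-expressing Gα16 and hTAAR1 | Doses: Single dose, 3 µM | Schedule: 17-24 h seeding, 75 min 37 °C dye, 30 min RT | Evaluation: % activation from peak over basal fluorescence ratio, DMSO-to-PEA scaled | Technique: Kinetic Fluo-8 calcium fluorescence | Benchmarks: Low control DMSO, high control PEA (EC100)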
CHO-K1 Ca antag – nonselective inhibitor or artifact in parental CHO-K1 cells. ATP-induced calcium, Fluo-8 fluorescence. inhibition, % at 3 µM. actives 0.6% (n = 360,000). AID 602250;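 active = inhibition above a per-plate cutoff, the plate's mean sample inhibition plus 3 SD, cut at about 24% in these data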;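 note: 0% = DMSO plus EC80 ATP and 100% = DMSO alone without ATP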
CHO parental Ca – signal in parental CHO cells, OX1R antagonist counter-screen | parental CHO-K1, ATP-induced calcium, Fluo-8 fluorescence | inhibition, % at 5.6 µM | actives 0.63% (n = 330,000) | AID 463079;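 active = inhibition above that plate's mean sample inhibition plus 3 SD, cut at about 26% in these data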;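 note: 0% = ATP-challenged DMSO wells and 100% = DMSO wells without ATP; some compounds past the cut are filed as inactive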
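Assay system: parental CHO cells; Read-out basis: percent inhibition of ATP-evoked calcium rise, normalized to controls; Benchmarks: ATP and no-ATP DMSO wells; Compound dosing: single nominal dose of 5.6 µM per compound; Signal: Fluo-8 calcium dye fluorescence; Also added: ATP as calcium-mobilizing challenge; Repeats: singlicate.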
OXTR potentiator – potentiators of human oxytocin receptor. activation, % at 3 µM. P30559. actives 0.061% (n = 320,000). CHO-OTR cells, Fluo-8 calcium fluorescence, potentiator mode; 0% = oxytocin EC15, 100% = EC100. AID 2445;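 active = activation above that plate's cutoff, the mean activation of tested compounds plus 3 SD, cut at about 6.6% in these data, passing the limit was not always enough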;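 note: 100% uses oxytocin at 75 nM as the full agonist control; some results filed as inactive read as strong as hits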
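System: human OTR in CHO cells / Also added: sub-maximal oxytocin, roughly EC15 / Control set: EC15 oxytocin low, 75 nM oxytocin high / Schedule: 6 min compound pre-incubation at room temperature, 100 s kinetic read / Compound: single-point 3.0 µM / Replication: singlicate / Technique: Fluo-8 calcium dye fluorescence / Read-out basis: % activation of max/min ratio relative to oxytocin controls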
V1R ag counter – counter-screen for oxytocin receptor agonists: human V1a receptor agonists; actives 0.25% (n = 320,000); CHO-V1R cells, Fluo-8 calcium fluorescence, agonist mode; 0% DMSO, 100% 3 nM vasopressin; P37288; activation, % at 3 µM;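 active = activation above the mean activation of all tested compounds plus 3 SD, per screening run, cut at about 20% in these data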;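 note: signal is peak over basal fluorescence ratio across a 100 second FLIPR read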
* hit, by the source's call; / = not tested or not shown.

Fields – M1 ag parental	M1 PAM parental	CHRM1 agonist	TAAR1 antag	TAAR1 ag	CHO-K1 Ca antag	CHO parental Ca	OXTR potentiator	V1R ag counter
[1] Cc1ccc(S(=O)(=O)CCCS(=O)(=O)c2ccc(C)cc2)cc1
 : 0.3	12	-4	5	5	-6	-6	-6	-0.4
[2] COCC(C)NC(=O)c1oc2c(c1C)C1(CCC2)SCCS1 (configuration not stated)
 : -0.1	4	-7	10	3	3	6	-6	-0.8
[3] COc1ccccc1NC(=O)COC(=O)c1ccc2c(=O)n3c(nc2c1)CCC3
 : 0.5	-10	-4	-17	1	22	/	/	/
[4] C#CCN(CC=C)C(=O)c1ccc(OC2CCN(S(=O)(=O)N(C)C)CC2)cc1
 : 1.4	12	0	-7	1	2	9	-3	6.1
[5] CCOC(=O)C(C(C)=O)C(c1ccc(OCCC(C)C)cc1)C(C(C)=O)C(=O)OCC (configuration not stated)
 : 1.4	17	0	14	15	-19	-31	-1	-0.2
[6] COc1cccc(N2CCN(C(=O)CCNS(=O)(=O)c3ccc4c(c3)c(=O)n(C)c(=O)n4C)CC2)c1
 : 0.1	-2	-6	-3	1	-9	-20	-16	-0.6
[7] COc1ccc(-c2nn(C)c3sc(C(=O)N4CCOCC4)cc23)cc1OC
 : 0.4	16	-1	-5	18	0	-15	5	-1.5
[8] CCCC/C(C)=N/NC(=O)Nc1ccccc1
 : 4.9	16	-4	1	-1	-11	-12	-5	0.0
[9] CN(C)c1ccc(C(=S)N2CCN(C(=S)Nc3ccc(Cl)cc3)CC2)cc1
 : 0.4	-13	-5	10	4	14	-16	-15	-0.5
[10] CC(C)(C)OC(=O)C[C@@H]1C/C=C\C[C@H](CC(=O)N(CCO)Cc2ccccc2)C(=O)NC[C@@H](c2ccccc2)OC1=O
 : -0.5	0	-5	12	7	-6	-21	-3	-0.6
[11] CCNCc1ccc(OCc2ccccc2F)c(OC)c1
 : 0.2	14	-11	13	2	6	-9	-7	0.7
[12] CCc1c(C(C)S(=O)(=O)c2ccccc2)[nH]c(=O)n1CC (configuration not stated)
 : 0.1	8	-7	0	3	7	-3	-10	0.3
[13] CN(C)CCN(Cc1cc2cc3c(cc2[nH]c1=O)OCO3)C(=S)NCc1ccco1
 : -0.2	9	-7	10	7	0	-18	-11	-0.1
[14] COc1ccc(OC)c(C2C(C(=O)N(C)C)=C(C)Nc3nc4ccccc4n32)c1 (configuration not stated)
 : 0.2	2	-2	-8	-1	4	-15	-1	0.3
[15] Cc1ccc(NC(=O)CN2C(=O)C3C4C=CC(C4)C3C2=O)cc1 (configuration not stated)
 : -0.1	15	-2	-26	0	-4	-6	-11	-0.4
[16] CC(CN1CCCC1)C(=O)NN (configuration not stated)
 : 0.1	10	-3	7	5	-12	-4	-7	-0.3
[17] CC(=O)Nc1ccc(S(=O)(=O)Nc2nc(C)nc3sc4c(c23)CCC4)cc1
 : -0.2	-16	-5	-47	-2	15	-9	0	-0.2
[18] CCCCOc1ccc(S(=O)(=O)n2c(C)nc3ccccc32)cc1
 : 0.4	10	-5	-9	-1	-1	-4	-5	0.0
[19] COCCSc1ccccc1C(=O)Nc1nnc(COC)s1
 : 0.5	15	-5	-5	2	-9	-7	3	-0.2
[20] CCOC(=O)c1cc2c(=O)n3ccccc3nc2n(C(C)C)c1=NC(=O)c1ccco1
 : 0.9	8	-7	3	5	-17	-8	-1	-0.7
[21] COc1ccc(CCNC(=O)C2CC3Cn4c(nc5cc(C)c(C)cc54)C3N2C)cc1 (configuration not stated)
 : 2.5	13	-6	6	10	-12	-6	-9	1.0
[22] CCC(C(=O)NC1CCCCC1)N(Cc1cccs1)C(=O)CCC(=O)Nc1cc(C)on1 (configuration not stated)
 : -0.1	19	-5	-14	0	-11	-20	-6	-0.9
[23] Cc1ccc(N(C(=O)Cn2nnc3ccccc32)C(C(=O)NCc2ccco2)c2ccc(C)o2)cc1 (configuration not stated)
 : 0.4	19	-2	-5	2	-15	/	/	/
[24] O=C(NC1CCCC1)C(c1cccnc1)N(C(=O)c1csnn1)c1ccccc1 (configuration not stated)
 : -0.2	10	-3	2	3	-11	-2	0	-0.4
[25] OC[C@H]1O[C@@H](c2nc(-c3ccc(C4OCCO4)cc3)no2)[C@H](O)[C@@H]1O
 : 0.1	12	-1	-16	0	-7	/	/	/
[26] CCCOc1ccccc1C(=O)NCCCC(=O)O
 : -0.2	3	-1	3	3	-6	-8	-2	-0.3
[27] O=C(Oc1ccc(Br)cc1C(=S)N1CCCC1)c1ccccc1Cl
 : 0.1	-2	5	19	2	0	-3	-13	0.0
[28] Cc1ccc(NC(=O)CCC(=O)N2CCC(C)CC2)c([N+](=O)[O-])c1
 : 1.3	-24	0	-21	7	9	1	-8	-0.6
[29] O=C1OCC2=C1C(c1ccc(F)cc1)CC(=O)N2c1ccc(F)cc1 (configuration not stated)
 : 0.5	11	-5	/	/	-13	-30	-18	1.6
[30] O=C(Cn1cc2c(n1)CCCCC2)NCCN1CCOCC1
 : 0.1	-6	-4	2	0	3	-11	-5	-0.1
[31] COc1ccc(C(=O)N2CCC(C(=O)Nc3ccc(C)cc3)CC2)cc1
 : -1.1	29	-4	-14	1	-25	-5	0	-0.9
[32] COc1ccccc1C(NC(=O)C1CCCCC1)c1c(O)ccc2ccccc12 (configuration not stated)
 : 20*	16	-5	-14	1	3	-18	-3	-0.4
[33] CCCCOC(=O)c1ccc(N=Nc2c(C)c(C#N)c(O)[nH]c2=O)cc1
 : -0.1	14	-4	-12	0	-11	-22	1	-0.8
[34] COc1ccc(C(=O)c2ccsc2N)cc1
 : 2.4	4	9	-1	1	8	-7	-9	3.8
[35] COc1ccc(C2CC(c3ccc(Cl)cc3)Nc3nc(NC(=O)c4ccco4)nn32)cc1 (configuration not stated)
 : 0.7	21	-4	-8	18	-21	/	/	/
[36] CCSc1nnc(NC(=O)C2CCCCC2)s1
 : 0.5	19	-5	-4	13	-5	-19	-7	-1.0
[37] Nc1nonc1-c1noc(N2CCOCC2)n1
 : 0.1	-8	-3	1	7	17	-1	-3	1.8
[38] CSc1ccc(/C=C(/NC(=O)c2ccc(C)cc2)C(=O)Nc2cccc(C)c2)cc1
 : 0.6	18	-1	-20	2	-14	-4	-5	-0.2
[39] Nc1[nH]c(C(=O)c2ccccc2)c(-c2ccccc2Br)c1C(=O)c1ccccc1
 : 1.4	42*	/	16	2	-22	/	/	/
[40] COc1ccc(C(=O)OCC(=O)N(C)C2CCS(=O)(=O)C2)cc1Br (configuration not stated)
 : 0.0	-3	-8	5	3	8	-6	-1	-0.1
[41] CSCCC(NC(=O)c1ccccc1Cl)C(=O)N1CCCCC1 (configuration not stated)
 : 0.2	24	-2	-18	5	-11	-20	-6	-0.2
[42] CCOc1cccc(/C=N/NC(=O)c2cccnc2)c1O
 : 0.3	-5	6	4	2	0	-10	4	0.2
[43] O=C(C1CC=CCC1)N1CCN(S(=O)(=O)c2ccc(F)cc2)CC1 (configuration not stated)
 : 0.2	-17	-1	-6	8	-13	/	/	/
[44] COc1cccc(-c2sc3ccc(OC)cc3c2C#CCCO)c1
 : -0.4	4	-2	18	11	-12	-31	-4	-0.3
[45] COc1cccc(/C=N/NC(=O)C(=O)NCc2cccnc2)c1OC
 : -0.8	2	-4	-16	7	-19	-5	-8	-0.1
[46] Brc1ccc2[nH]ncc2c1
 : -0.1	-7	-4	-24	0	7	-1	-4	0.5
[47] COc1ccccc1CCNC(=O)C(=O)Nc1cc2c3c(c1)C(C)C(=O)N3CCC2 (configuration not stated)
 : 0.4	11	-8	-5	13	5	-11	-9	-0.5
[48] Cc1ccc(SC[C@H](CC(C)C)N2CCN(CCc3ccccc3)CCC2=O)cc1
 : -0.5	15	-7	17	14	-25	/	/	/
[49] COc1cc2c(C(=O)NCCCOC(C)C)cn(CC(C)C)c(=O)c2cc1OC
 : -0.3	5	-3	-23	5	-4	-23	-1	0.8
[50] O=C(COC(=O)c1ccccc1NCCO)Nc1cc(C(F)(F)F)ccc1N1CCOCC1
 : 2.3	20	-1	1	1	2	-24	-1	0.9
[51] COc1ccc([N+](=O)[O-])cc1NC(=O)c1ccc(-n2nc(C)cc2C)cc1
 : 0.1	0	-8	1	5	-1	-15	1	1.1
[52] COc1ccc(/C=N\Nc2ccccn2)c(OC)c1
 : 1.2	32	-4	-4	4	-18	/	/	/
[53] COc1ccc(NC(=O)CSc2nc3[nH]ncc3c(=O)[nH]2)cc1OC
 : -0.2	-22	-1	-21	4	3	-5	-4	0.5
[54] COc1ccc(NC(=O)ON=C2c3ccccc3-c3ccccc32)cc1
 : 0.4	21	-6	-7	8	-14	14	-14	-0.3
[55] Cc1ccc(C(CC(=O)NCc2ccco2)c2ccc(OC(C)C)cc2)cc1 (configuration not stated)
 : 0.7	16	-3	-5	16	-2	-19	-2	-0.1
[56] COc1ccc(C2C(C(=O)NCC3CCCO3)c3cc(OC)c(OC)cc3C(=O)N2C)cc1OC (configuration not stated)
 : 0.6	18	-3	3	0	4	-13	-10	0.8
[57] CCOC(=O)c1nnn2c1nc(SCC(C)=O)c1ccccc12
 : 0.8	15	-9	5	2	-2	-18	-1	-0.2
[58] O=C(Nc1ccc2c(c1)CCC2)c1cccc(S(=O)(=O)N2CCN(c3ccc(F)cc3)CC2)c1
 : 0.1	5	-2	-5	-1	-13	-8	3	1.5
[59] Cc1cc(C)cc(N(C(=O)c2ccco2)C(C(=O)NC2CCCC2)c2ccncc2)c1 (configuration not stated)
 : -0.5	2	-1	-14	-2	-1	-22	-6	-0.4
[60] O=C(Nc1cccc(C(F)(F)F)c1)C1CCN(S(=O)(=O)c2cnc[nH]2)CC1
 : 0.3	15	-5	6	3	-12	3	-6	-0.5
[61] CN(C)CCN(C(=O)c1ccco1)c1nc2cc3c(cc2s1)OCCO3
 : 0.6	11	-4	-21	3	-9	-17	13	0.3
[62] CC(C)N(C)Cc1cn(C)nc1-c1ccc(Oc2ccccc2)cc1
 : 12	22	-8	0	1	-2	-16	-7	2.5

Record cards, from the list above. Screens in order: M1 ag parental | M1 PAM parental | CHRM1 agonist | TAAR1 antag | TAAR1 ag | CHO-K1 Ca antag | CHO parental Ca | OXTR potentiator | V1R ag counter
`COc1ccccc1CCNC(=O)C(=O)Nc1cc2c3c(c1)C(C)C(=O)N3CCC2` (configuration not stated) as listed: 0.4 | 11 | -8 | -5 | 13 | 5 | -11 | -9 | -0.5
`CCNCc1ccc(OCc2ccccc2F)c(OC)c1` as listed: 0.2 | 14 | -11 | 13 | 2 | 6 | -9 | -7 | 0.7
`Cc1ccc(NC(=O)CN2C(=O)C3C4C=CC(C4)C3C2=O)cc1` (configuration not stated) as listed: -0.1 | 15 | -2 | -26 | 0 | -4 | -6 | -11 | -0.4
